# Assay outcomes deposited in PubChem BioAssay by several laboratories.
# MEX-5 binding – C. elegans MEX-5 TCR-2 RNA binding activity; MEX-5/FITC-TCR2 RNA binding, fluorescence polarization; active compounds read low; activity score (negative = inhibition of binding), % at 10 µM; actives 0.38% (n = 300,000); Q9XUB2;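 active = inhibition past about -25% in most replicates, and total fluorescence under double the plate's negative control median, limit read from the data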;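 also: 0% = DMSO and -100% = 5 µM competing unlabeled TCR2 RNA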
# Target sequence (Q9XUB2 whole entry, looked up): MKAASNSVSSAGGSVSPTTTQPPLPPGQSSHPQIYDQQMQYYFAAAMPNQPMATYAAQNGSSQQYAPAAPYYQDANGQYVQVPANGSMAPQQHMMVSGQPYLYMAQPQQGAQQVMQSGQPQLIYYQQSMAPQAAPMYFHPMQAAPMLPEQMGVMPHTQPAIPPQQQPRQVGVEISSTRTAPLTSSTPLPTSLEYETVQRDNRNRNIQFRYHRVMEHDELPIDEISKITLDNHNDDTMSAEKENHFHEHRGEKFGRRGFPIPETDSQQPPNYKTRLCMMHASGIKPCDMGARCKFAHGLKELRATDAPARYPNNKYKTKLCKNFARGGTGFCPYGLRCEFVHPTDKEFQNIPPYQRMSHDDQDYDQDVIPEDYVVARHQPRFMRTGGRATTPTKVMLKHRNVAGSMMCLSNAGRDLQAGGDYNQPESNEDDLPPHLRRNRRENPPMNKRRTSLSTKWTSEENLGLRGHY
# EBNA-1 inh – blocks EBNA-1 binding to DNA; EBNA-1 DNA binding, fluorescence polarization; inhibition, % at 14.8 µM; actives 0.34% (n = 300,000); AID 1950; in the data active = inhibition above about 28%
# Yeast superoxide – lowers age-related superoxide in aged yeast cells; S. cerevisiae aged cells, superoxide DHE fluorescence; active compounds read low; superoxide response (% of plate mean), % at 10 µM; actives 0.18% (n = 330,000); AID 2690;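 active = superoxide response under a set limit, about three screen SD below normal, cut at about 65% in these data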;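 also: yeast aged for seven days with compound at 30 °C before DHE staining; 100% = average MFI of all compound-treated wells on the plate with controls excluded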
# GLD-1 RNA inh – GLD-1-TGE RNA interaction inhibition (C. elegans). Q17339. purified GLD-1 + fluorescein TGE RNA, fluorescence polarization. inhibition, % at 5.96 µM. actives 0.44% (n = 320,000). AID 2280;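 active = percent inhibition above a per-plate cutoff, the plate mean of test compounds plus 3 SD, cut at about 30% in these data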;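 also: 0% = DMSO wells with GLD-1 and probe and 100% = wells lacking GLD-1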
# Efflux pump mplx – antifungal efflux pump inhibition, Nile Red retention; S. cerevisiae Candida pump triplex; inhibition, % at 10 µM; actives 0.44% (n = 330,000); AID 485275;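 active = plate passing quality check with inhibition over a set limit, or well fluorescence over plate mean plus 4 SD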;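 also: Nile Red retained in pooled yeast measured as flow cytometry median fluorescence; 0% = buffer negative control and 100% = Enniatin B positive control; higher means more Nile Red kept so more efflux inhibition; some compounds called inactive have numbers as strong as hits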
# ZTA DNA inh – ZTA (EBV) inhibition in EBNA-1 counter-screen; P03206; ZTA-DNA binding, fluorescence polarization; inhibition, % at 11 µM; actives 0.15% (n = 320,000); AID 2234; in the data active = inhibition above about 33%
# Target sequence (P03206 whole entry, looked up): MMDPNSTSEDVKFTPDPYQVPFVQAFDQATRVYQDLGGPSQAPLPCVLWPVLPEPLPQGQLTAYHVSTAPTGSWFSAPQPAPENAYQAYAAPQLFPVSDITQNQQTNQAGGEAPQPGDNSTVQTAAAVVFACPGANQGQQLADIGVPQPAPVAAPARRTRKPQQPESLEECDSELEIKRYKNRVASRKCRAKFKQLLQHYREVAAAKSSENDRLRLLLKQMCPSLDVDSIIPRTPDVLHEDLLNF
# Fam108B inh – counter-screen for RBBP9 inhibitors: inhibitors of mouse Fam108B. recombinant Fam108B, FP-Rh probe fluorescence polarization. inhibition, % at 9.51 µM. actives 0.33% (n = 300,000). AID 1947;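 active = inhibition above the screen mean inhibition plus 3 SD, computed separately per campaign, cut at about 18% in these data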;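 also: inhibitors lower polarization as less probe binds the enzyme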
# Bcl-xL primary – Bcl-xL (human) inhibition | AID 2129 | GST-Bcl-xL / FITC-Bim BH3 peptide fluorescence polarization | Q07817 | inhibition, % at 10.9 µM | actives 0.7% (n = 320,000);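 active = inhibition above the mean of all tested compounds plus 3 SD, cutoff set per campaign, cut at about 30% in these data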;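 also: 0% = DMSO wells and 100% = unlabeled Bim-BH3 peptide competitor; inhibitors lower millipolarization by displacing the labeled peptide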
# Target sequence (Q07817 whole entry, looked up): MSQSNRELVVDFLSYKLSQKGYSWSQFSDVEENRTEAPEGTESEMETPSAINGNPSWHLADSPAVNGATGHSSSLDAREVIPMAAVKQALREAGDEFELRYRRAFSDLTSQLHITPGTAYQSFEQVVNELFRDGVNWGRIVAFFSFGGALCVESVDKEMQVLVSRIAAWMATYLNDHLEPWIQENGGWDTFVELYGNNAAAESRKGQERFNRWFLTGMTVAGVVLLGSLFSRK
# MCL1-BIM inh – inhibitors of human MCL1 binding to BIM-BH3 peptide; actives 0.68% (n = 320,000); Q07820; inhibition, % at 10.9 µM; GST-MCL1 / FITC-Bim-BH3 fluorescence polarization; AID 2057;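 active = inhibition above the mean inhibition of all tested compounds plus 3 SD, set per campaign, cut at about 40% in these data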;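 also: 0% = DMSO wells and 100% = unlabeled Bim-BH3 peptide control; higher means more loss of mP so more displacement of Bim peptide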
# * = called active by the depositor; · = not tested or not shown.
# Order of results: EBNA-1 inh	Yeast superoxide	ZTA DNA inh	MEX-5 binding	MCL1-BIM inh	Bcl-xL primary	Fam108B inh	Efflux pump mplx	GLD-1 RNA inh
O=C(CN1C(=O)C2(OCCO2)c2ccccc21)c1ccc(Br)cc1
    4	88	0	2.7	11	14	-1	-0.1	8
C/C(=N\NC(=O)CSc1nc(C)cc(C)n1)c1cccs1
    4	95	20	0.6	2	-5	-4	0.6	4
COc1cccc(N2C(=NC(=O)COc3ccccc3)SC3CS(=O)(=O)CC32)c1 (stereo not drawn)
    -1	91	10	-0.5	-5	1	-1	-0.1	-4
COc1ccc(N(CC(=O)Nc2cc(OC)ccc2OC)S(=O)(=O)c2c(C)noc2C)cc1
    -6	118	-6	2.2	3	-1	-1	0.0	6
CCOC(=O)c1sc(=NC(=O)c2ccc(OC(C)C)cc2)n(C)c1C
    -4	121	-3	0.2	1	5	-1	0.4	-3
S=C(NCCc1ccccc1)Nc1cccc2cnccc12
    -4	106	1	2.0	5	8	-1	0.0	9
COc1ccc(/C=C/C(=O)c2ccccc2O)cc1CN1CCOCC1
    -14	108	-1	1.3	-2	5	1	0.4	4
CC(C)(C)c1ccc(OCc2ccc(C(=O)N/N=C/c3ccc(O)c(O)c3)cc2)cc1
    7	95	8	0.1	4	4	27*	-0.2	-3
O=C(C1=C[C@H](c2ccc(C(F)(F)F)cc2)C[C@H](OCCCCO)O1)N1CCN(Cc2ccc3c(c2)OCO3)CC1
    4	95	-3	-0.7	6	5	0	0.1	7
c1ccc(N2CCN(c3ccc4nncn4n3)CC2)nc1
    -3	94	-1	-2.0	5	9	4	-0.3	-5
CCCCn1nc(C(=O)Nc2cccc(C(=O)NC3CC3)c2)c2ccccc2c1=O
    ·	70	-24	·	-13	-6	·	-0.2	-2
CCOCC(=O)Nc1cc(OC)c(Cl)cc1OC
    11	98	-7	0.2	-2	-2	4	0.0	8
CCCC(=O)C1=C(N(C)c2ccccc2)CC(C)(C)CC1=O
    7	99	6	0.6	-8	-4	1	-0.1	3
CCN(C(=O)CSc1nnc2nc(C)cc(C)n12)c1ccccc1
    0	107	10	-0.2	5	5	0	0.1	-6
Cc1cccc(NC(=S)NCCCN2CCOCC2)c1
    -4	112	-3	0.4	7	0	-6	-0.1	4
S=c1[nH]nc(COc2ccccc2)n1Cc1ccccc1
    9	90	-14	1.8	-23	-15	0	-0.2	2
O=C(CSc1n[nH]c(-c2ccc(S(=O)(=O)N3CCCCC3)cc2)n1)Nc1nccs1
    25	117	7	-2.5	1	3	-1	-0.1	6
Cc1ccc(/C=N/NC(=O)CSc2nc3ccccc3c(=O)n2-c2ccccc2)s1
    1	98	6	-1.7	-16	-2	-5	0.4	-1
O=C(NCCS(=O)(=O)N1CCC2(CC1)OCCO2)c1ccc(F)cc1
    2	88	17	0.0	-3	5	-2	-0.1	2
S=C1NC2(CCCC2)Nc2ccccc21
    -11	89	-12	-6.4	10	10	3	0.1	0
Cc1ccc(N/C(N)=N/c2nc3c(c(=O)[nH]2)CCCC3)c(C)c1
    -5	86	-4	0.6	9	8	-1	-0.1	5
CC(C)C[C@H](NC(=O)N1CCn2c1nc1ccccc12)C(=O)NCc1ccco1
    6	115	-5	2.2	9	5	-3	-0.1	-3
Cc1c(CBr)[n+](=O)c2c(n1[O-])C(Br)CCC2Br (stereo not drawn)
    -3	122	1	-4.5	-20	-8	-1	-0.1	-7
CCOC(=O)C1CCCN(Cc2cc(=O)oc3cc(C)c(C)cc23)C1 (stereo not drawn)
    -6	98	-6	0.1	1	5	1	-0.1	2
COc1ccc(OC)c2nc(-c3ccncc3)ccc12
    7	116	-2	1.3	-1	1	-6	-0.2	-1
Cc1noc(C)c1COc1cccc(C(=O)OCC(=O)NC(=O)c2ccc(OC(F)F)cc2)c1
    12	81	22	-2.7	-11	1	-2	0.2	-1
COc1cc(OC)c(C(=O)Nc2ccccc2-c2ccccc2)cc1OC
    2	99	25	·	5	5	-1	-0.1	6
CCCCOc1ccc(C(=O)NNC(=S)NC(=O)CC)cc1
    0	68	5	-3.7	13	11	8	0.0	3
CCn1c(=O)c(CCC(=O)NCCN2CCOCC2)c(C)c2c(C)nn(-c3ccccc3)c21
    -16	114	-1	2.1	-2	1	2	0.1	2
CCOC(=O)C(C)Sc1nc(-c2ccccn2)ncc1OC (stereo not drawn)
    5	98	-6	0.8	9	2	1	0.0	7

# Some entries already given, showing only MEX-5 binding and Efflux pump mplx:
Compound | MEX-5 binding | Efflux pump mplx
CC(C)(C)c1ccc(OCc2ccc(C(=O)N/N=C/c3ccc(O)c(O)c3)cc2)cc1 | 0.1 | -0.2
O=C(C1=C[C@H](c2ccc(C(F)(F)F)cc2)C[C@H](OCCCCO)O1)N1CCN(Cc2ccc3c(c2)OCO3)CC1 | -0.7 | 0.1

# Next section:
# Order of results: EBNA-1 inh	Yeast superoxide	ZTA DNA inh	MEX-5 binding	MCL1-BIM inh	Bcl-xL primary	Fam108B inh	Efflux pump mplx	GLD-1 RNA inh
Cc1nnc(N/N=C/c2ccccc2C(F)(F)F)n1N
    3	101	4	0.8	-10	-2	1	-0.1	4
CSc1ccccc1NC(=O)c1cc(C(C)C)on1
    5	102	11	-0.1	1	4	3	-0.1	-7
CC(C)(C)c1ccc(C(=O)N/C(N)=N/c2nc3ccccc3o2)cc1
    -4	105	-12	-0.4	-8	-3	-2	0.1	-10
CC(C)N(CC#CC(O)(c1ccccc1)c1ccccc1)CCO
    4	116	4	-2.5	6	6	4	0.0	4
COc1ccc(C(=O)c2ccc(Cl)cc2)c2ccccc12
    2	80	4	0.0	4	3	-6	-0.2	-4
CCc1ccc(NC(=O)NNC(=O)c2cc3ccccc3cc2O)cc1
    -2	97	-6	-0.4	8	4	-2	-0.4	-10
O=C1C(=O)N(CCN2CCOCC2)C(c2ccccn2)/C1=C(/O)c1ccccc1 (stereo not drawn)
    -12	98	-8	0.7	21	23	2	-0.1	12
CCn1c(=O)c(C(=O)NNS(=O)(=O)c2ccc(Br)cc2)c(O)c2ccccc21
    11	92	15	-1.8	-3	-2	-2	-0.1	-1
CC(C)N(C(=O)C[n+]1ccc(/C=N/O)cc1)C(C)C
    0	113	-2	-0.4	-3	1	-4	0.0	6
CC(Sc1ccccn1)C(=O)Nc1ccc(S(N)(=O)=O)cc1 (stereo not drawn)
    -6	96	6	-2.9	-3	2	0	0.0	-5
CN(CC(=O)Nc1ccccc1C(F)(F)F)C(=O)COc1ncnc2sccc12
    6	100	-6	-1.6	-5	0	-2	0.2	0
CCC(C)(C)n1c(=O)[nH]c2c(c1=O)CCC2
    -1	108	12	1.4	2	2	-4	0.1	4
O=C1CNC(=O)N1CC(O)Cn1c2ccccc2c2ccccc21 (stereo not drawn)
    -7	92	-10	-0.8	-6	-1	-3	0.0	7
CC(C)(C)C(=O)NNC(=O)COc1ccc2ccccc2c1Br
    -2	102	1	0.1	1	0	0	-0.1	0
CCCCCOC(=O)Cn1c(=O)oc2ccccc21
    -10	86	-16	-1.2	-2	4	-2	-0.1	1
COc1ccc([C@H]2CC(=O)C=C(c3ccc(C)c(F)c3)C2)cc1
    ·	79	-3	·	5	7	·	-0.1	2
CC(=O)Oc1c(C(=O)c2nnc(C)o2)c(=O)n(C)c2ccccc12
    6	92	6	-1.1	5	3	-2	-0.1	0
Cc1ccc(N/C(N)=N/c2nc(CSc3nnc(C)s3)cc(=O)[nH]2)c(C)c1
    14	99	14	-0.7	1	1	-4	-0.2	-2
CCn1c(CCNC(=O)c2ccc(C)cc2)nnc1SCc1ccc(Cl)c(Cl)c1
    -3	96	-2	·	9	10	-1	0.1	8
CCOC(=O)Cn1nnnc1CN(Cc1ccc(OC)cc1)Cc1cc2cc(CC)ccc2[nH]c1=O
    -6	128	-8	0.7	5	-2	2	0.1	4
CC1Cc2nc(SCC(=O)N3CCOCC3)n(-c3ccccc3)c(=O)c2S1 (stereo not drawn)
    -11	86	-12	-1.7	5	1	8	0.0	-4
CCC(C)NC(=O)CN1C(=O)COc2ccc(S(=O)(=O)N3CCOCC3)cc21 (stereo not drawn)
    -4	107	3	1.9	3	3	1	0.2	0
CCCOC(=O)CC1C(=O)NCCN1C(=O)OC(C)(C)C (stereo not drawn)
    2	95	-8	1.4	0	8	0	-0.1	-10
CCc1ccccc1NC(=O)CNC(=O)c1cc(C2CC2)nn1-c1ccccc1
    ·	120	-1	·	-3	-6	·	0.3	3
COc1ccc(CCOC(=O)CNC(=O)c2ccc(Cl)cc2Cl)cc1
    -8	85	0	0.4	-23	-14	0	-0.7	-5
NS(=O)(=O)c1ccc(NC(=O)CSC2=NC(=O)C(c3ccccc3)C(=O)N2)cc1 (stereo not drawn)
    0	92	-12	-0.8	12	8	7	0.0	10
Cc1nnc2n1N=C(c1ccc3c(c1)NC(=O)CO3)CS2
    -5	109	-6	0.7	-5	7	0	-0.2	3
COc1cc(OC)c(C(=O)NNC(=S)NC2CCCCC2)cc1OC
    0	93	1	-0.3	8	0	-4	-0.3	-2
CCOc1cc(C(=O)Nc2ccc(C)cc2C)ccc1OCC(=O)N1CCCCC1
    -5	90	4	1.4	-3	2	3	0.1	4
Cc1cccc(N2C(=O)CC(Sc3nnc(C)s3)C2=O)c1 (stereo not drawn)
    -2	82	5	0.9	6	4	3	0.2	6
COc1cc(C(=O)NCc2cccnc2)ccc1OCC(=O)Nc1cccc(C(F)(F)F)c1
    2	132	-2	1.3	-9	-4	-4	0.6	9
CCCNC(=S)NC1CCCC1
    -3	104	-6	-0.5	-1	0	-2	0.1	12
CC(NS(=O)(=O)c1ccc(Br)cc1)c1ccccc1 (stereo not drawn)
    -1	108	3	-1.1	-1	4	-2	-0.1	9
O=C(COc1ccc2c(c1)CCC2)N1CCc2ccccc21
    -14	104	22	-0.2	-3	-3	3	0.3	-6
CC1(C)Cc2c(sc(NC(=O)C(=O)N3CCCCC3)c2C(=O)O)CO1
    2	111	-11	-0.4	-1	0	5	1.0	-1
COc1cccc(C(=O)O/N=C(\N)Cc2ccc(Cl)cc2)c1
    -1	102	-2	2.0	9	1	5	0.2	-5
COCCNC(=O)CNC(=O)c1nn(-c2ccc(OC)c(Cl)c2)c(=O)c2ccccc12
    -3	87	4	-0.6	5	4	7	-0.1	-6
O=C(C1CCCN(S(=O)(=O)c2cccs2)C1)N1CCC(N2CCCCC2)CC1 (stereo not drawn)
    10	97	-12	-0.5	-2	0	0	-0.2	-3
CC(=O)N(c1ccccc1)C1CCCC1
    -2	104	10	1.5	3	1	0	0.1	4
CC(=O)N1c2ccc(S(=O)(=O)NCC3CCC(C(=O)NC4CCCCC4C)CC3)cc2CC1C (stereo not drawn)
    -3	109	5	0.0	1	3	3	0.1	-7
C/C(=N\Nc1ccc(S(N)(=O)=O)cc1[N+](=O)[O-])c1ccccc1O
    0	99	-2	-1.3	-2	1	-6	0.5	-1
COc1ccc(CC(=O)N2CCN(c3ccc(F)cc3)CC2)cc1
    -6	101	-12	0.3	5	9	3	0.1	1
O=C(CS(=O)(=O)c1ccc(F)cc1)N1CCOCC1
    6	93	8	0.1	4	0	-6	-0.2	9
COc1ccc(Nc2nnc(-c3ccc(O)cc3)c3ccccc23)cc1
    2	114	17	-3.2	5	6	3	-0.1	8
COc1cc(NC(=O)CSc2nnc3ccc(-c4cccnc4)nn23)cc(OC)c1
    -7	93	2	-1.8	5	3	0	0.1	10
COc1cccc(CNC(=O)COC(=O)/C(C#N)=C/c2ccc(N(C)C)cc2)c1
    ·	115	16	·	136*	117*	·	-0.1	123*
